Compound activity as filed in PubChem.
mcGAS inh: mouse cGAS inhibition by luminescence. Q8C6L5. recombinant cGAS, Kinase-Glo ATP depletion luminescence. inhibition, % at 12.5 µM. actives 0.15% (n = 160,000). AID 1259399;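 also: 0% = negative control wells and 100% = reference inhibitor with no enzyme activity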
hcGAS lum: blocks human cGAS activity; Q8N884; recombinant h-cGAS, ATP depletion, Kinase-Glo luminescence; inhibition, % at 12.5 µM; actives 0.081% (n = 290,000); AID 1259398;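 also: 0% = vehicle reaction and 100% = reaction without DNA for no activity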
Target sequence (Q8N884 whole entry, looked up): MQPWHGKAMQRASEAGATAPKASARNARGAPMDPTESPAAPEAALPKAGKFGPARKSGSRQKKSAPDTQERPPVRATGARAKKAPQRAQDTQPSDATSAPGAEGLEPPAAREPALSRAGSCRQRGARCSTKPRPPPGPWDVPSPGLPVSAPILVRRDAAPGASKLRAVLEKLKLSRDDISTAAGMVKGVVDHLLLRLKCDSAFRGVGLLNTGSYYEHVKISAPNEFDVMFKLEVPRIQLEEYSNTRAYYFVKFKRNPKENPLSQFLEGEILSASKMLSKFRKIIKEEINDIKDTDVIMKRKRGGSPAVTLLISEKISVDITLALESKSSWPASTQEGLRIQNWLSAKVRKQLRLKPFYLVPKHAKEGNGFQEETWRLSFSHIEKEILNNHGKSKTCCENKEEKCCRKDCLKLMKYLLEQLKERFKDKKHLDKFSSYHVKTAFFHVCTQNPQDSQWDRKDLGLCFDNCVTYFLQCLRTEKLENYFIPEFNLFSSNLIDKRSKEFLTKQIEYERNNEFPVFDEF
NPYLR7 agonist: mosquito NPYLR7 agonism. HEK293T NPYLR7/Galpha15, GCaMP6s calcium fluorescence. activation, % at 10 µM. AID 1259423. actives 0.15% (n = 270,000); in the data active = activation above about 40%;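 also: 0% = vehicle and 100% = reference agonist at the receptor; some compounds past the cut are filed as inactive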
Active calls of the source: *; nt = no result given; & = joins results of further samples. Rule as the data show it, unless noted: active = inhibition above about 40%; inactive = the rest.

nr	mol	mcGAS inh	hcGAS lum	NPYLR7 agonist
1	O=C(Nc1ccc(F)c(Cl)c1)N1CCSC1c1cccc(C(F)(F)F)c1 (stereo unspecified)	-3	-5	0
2	Cc1ccc(O)c(CN(C)CCc2nc3c(C)cccc3[nH]2)c1	-9	-8	22
3	CCc1ccc(CNn2cnnc2SCC(=O)NC(C)(C)C)cc1	nt	0	4
4	C=CCn1c2c(c(=O)[nH]c1=O)C(c1ccc(Br)cc1)C1C(=O)OCC1=N2 (stereo unspecified)	nt	-6	0
5	Cn1cc(S(=O)(=O)N2CCC(CN3CCc4ccccc43)CC2)cn1	nt	-6	5
6	CCN1C(=O)C2(SCCN2C(=O)COC)c2cc(Cl)ccc21 (stereo unspecified)	-5	-10	29
7	Cc1ccc(C)c(C(C)NC(=O)c2cccc(CS(C)(=O)=O)c2)c1 (stereo unspecified)	nt	2	2
8	CCCCCN(CC(=O)Nc1cc(C(C)(C)C)nn1-c1ccc(C)cc1C)C(=O)Nc1ccc(OC)cc1	-6	-11	0

Random excerpt: 2 entries already listed, in no set order.
nr	mol	mcGAS inh	hcGAS lum	NPYLR7 agonist
8	CCCCCN(CC(=O)Nc1cc(C(C)(C)C)nn1-c1ccc(C)cc1C)C(=O)Nc1ccc(OC)cc1	-6	-11	0
4	C=CCn1c2c(c(=O)[nH]c1=O)C(c1ccc(Br)cc1)C1C(=O)OCC1=N2 (stereo unspecified)	nt	-6	0

(more compounds)
nr	mol	mcGAS inh	hcGAS lum	NPYLR7 agonist
9	CC(C)(N=NC(C)(C)C(=N)N)C(=N)N	nt	0	-11
10	CCC(C)(C)NC(=O)CS(=O)(=O)Cc1ccccc1C	nt	-7	11
11	COCCN(CC(=O)N(CCc1c[nH]c2ccccc12)Cc1ccc(F)cc1)C(=O)Nc1c(Cl)cccc1Cl	-6	-12	15
12	Cc1nn(C)c(C)c1C=CC(=O)O	nt	-4	-6
13	Cc1cn2c3c(=O)n(Cc4ccc(F)cc4)c(=O)n(C)c3nc2n1C1CCCCC1	-8	1	9
14	COc1cccc2c(=O)n(CC3CCCN(CCc4ccccc4)C3)cnc12 (stereo unspecified)	nt	-7	0
15	COCCCN(CC(=O)N1CCc2sccc2C1c1ccc(OC)cc1)S(=O)(=O)/C=C/c1ccccc1 (stereo unspecified)	-5	-6	-5
16	O=C1NC2=C(C(=O)N(CC3CCCO3)C2)C(c2ccccc2)N1 (stereo unspecified)	nt	-4	2
17	CCC1CN(CCNC(=O)/C=C/c2cccs2)Cc2cc(OC)ccc2O1 (stereo unspecified)	-11	-6	0
18	CC1(NS(=O)(=O)c2ccccc2Cl)CCS(=O)(=O)C1 (stereo unspecified)	nt	-6	-1
19	COc1cc(NC(=O)c2ccc(C)o2)cc(OC)c1	nt	-6	3
20	Cc1cccc(/C=C2/SC(=Nc3ccccc3)NC2=O)n1	5	-2	-6
21	CCc1nc(C)nc(N2CCN(C(=O)NC(C)C)CC2)c1Cc1ccc(Cl)cc1	-3	0	nt
22	Cc1csc(=O)n1CC(=O)N(Cc1ccc2c(c1)OCO2)C1CCCC(C)C1C (stereo unspecified)	nt	-4	4
23	O=C(CN1CCCCCC1=O)NCCNS(=O)(=O)c1ccc(Cl)cc1	nt	2	-3
24	CCCCOc1ccc(C(=O)N2CCC3(CC2)C(=O)N(CC(=O)NCc2ccccc2)CN3c2ccccc2)cc1	-3	-7	5
25	CC(c1ccc(C2CCCC2)cc1)N(C)C (stereo unspecified)	nt	-10	-3
26	O=C1/C(=C/c2ccc(-c3ccc(Cl)c(Cl)c3)o2)C=C(c2ccccc2)N1c1cccc(O)c1	-4	0	12
27	O=C(COC1CCCC1)Nc1nc(-c2ccco2)cs1	-8	-3	-1
28	Clc1cc(CNCc2cccs2)cc2c1OCO2	-1	4	-3
29	CN(C)CCN1C(=O)C(=O)C(=C(O)c2ccc(Cl)cc2)C1c1cccs1 (stereo unspecified)	-5	-1	-1
30	CC(C)NC(=O)NCc1ccc(NC(=O)c2cccc(Br)c2)cc1	-3	0	-4
31	CC(C)Cn1cc(-c2cnn(-c3ccccc3)c2)cn1	-6	-9	5
32	COc1cccc(-c2cc(C(=O)O)cc(S(=O)(=O)NC3CC3)c2)c1F	-17	-8	9
33	COc1ccc(CCN(Cc2ccc(C)o2)C(=O)CN(C(=O)c2ccco2)C2CCCCC2)cc1OC	-3	0	-3
34	FC(F)(F)c1ccnc(Oc2cccc(Oc3ncccn3)c2)n1	nt	-6	0
35	COCCOC(=O)N1C[C@H](Oc2ccccn2)[C@H]2C[C@@H]1Cc1c2n(C)c2ccccc12	-4	4	5
36	Cc1nc(SCC(=O)N2CC(C)CC(C)C2)c2c3c(sc2n1)CCC3 (stereo unspecified)	nt	-5	1
37	CCc1csc(NC(=O)C2=NOC(c3ccccc3)C2)n1 (stereo unspecified)	nt	-12	6
38	Cc1csc(N(C(=O)CN2C(=O)NC3(CCCC3)C2=O)c2ccccc2)n1	nt	-7	9
39	COc1ccc(-n2c(SCc3ccccc3C(F)(F)F)nnc2-c2cccc(C)c2)cc1	-8	-9	nt
40	COc1ccc(-c2ccccc2-c2nnc(C)o2)cn1	nt	3	1
41	CC(CCC(C)C)=NNc1cc(C)c2ccccc2n1	nt	-2	3
42	COC(=O)c1ccc(/C=C2/SC(=S)NC2=O)cc1	-2	-4	-3
43	Cc1cc(C(F)(F)F)nn1CC(=O)N(C)c1ccccc1	-3	-3	-1
44	CCOC(=O)C1=C(CC)NC2=C(C(=O)CC(C)(C)C2)C1c1ccccc1OC (stereo unspecified)	nt	-5	-1
45	Cn1ccnc1-c1ccc(N2CCC(n3nccc3NC(=O)C3CC3)CC2)nn1	-9	-11	0
46	CCOc1ccc(C(C2Sc3nc(C)nn3C2=O)N2CCN(Cc3ccccc3)CC2)cc1 (stereo unspecified)	-8	-1	-5
47	COC(=O)C1=C(C)N(C)C(C)=C(C(=O)OC)C1c1ccccc1	-5	-5	3
48	N#Cc1c(-c2ccc(F)cc2)cc(-c2cccs2)nc1SCCOc1ccccc1	-6	-4	-4
49	Cc1ccc(OS(=O)(=O)c2ccc(F)cc2)c(-c2nc3cc(C)ccc3o2)c1	-5	3	nt
50	NC(=O)CCCCCNC(N)=O	nt	-2	-2
51	COc1ccc(-c2cn[nH]c2-c2ccc(OCCN3CCOCC3)c(C)c2O)cc1	-8	-4	5
52	CCN(CCN(C)C)CC1=CCC2CC1C2(C)C (stereo unspecified)	nt	-7	-10
53	CCc1nc2ccc(C(=O)N3CCNC(=O)C3)cn2c1N(CC)C(=O)CCC1CCCC1	-4	-5	21
54	Cc1c(C(=O)NCc2cccnc2N2CCN(C)CC2)cnn1-c1ccccn1	nt	-5	2
55	Cc1csc(SCCn2c(N3CCN(c4ccccc4)CC3)nc3c2c(=O)[nH]c(=O)n3C)n1	-7	-4	2
56	Cc1ccc(S(=O)(=O)Nc2ccc(Cl)c(C#N)c2)cc1	-5	-10	1
57	O=C(CSc1ccc2nnc(CCNC(=O)c3ccc(F)cc3)n2n1)NCc1ccccc1	-6	-3	7
58	COC(=O)c1ccc(C(=O)N2CCc3ccccc3C2c2ccccc2F)cc1 (stereo unspecified)	-4	-1	-2
59	O=c1nc(SCc2ccccc2F)c2c([nH]1)CCCC2	-9	-2	0
60	Cc1nc2ccc(Cl)cn2c1CN(C)Cc1nnc(-c2ccccc2)o1	nt	-4	-3
61	CCCn1cc(C(=O)NC2CCC(n3cnnc3)CC2)c(C)n1 (stereo unspecified)	nt	-5	4
62	Cc1nn2c(=O)[nH]c(SCC(=O)N3CCCC3)nc2c1-c1ccccc1	3	23	-5
63	COCCN(Cc1csc(COc2ccc(C)c(C)c2)n1)C(=O)NC(C)C	-4	-5	-2
64	COc1cc(Cn2nc(-c3ccccc3)c3sc(C)nc3c2=O)cc(OC)c1	-5	-5	3

New compounds follow.
nr	mol	mcGAS inh	hcGAS lum	NPYLR7 agonist
65	S=C(Sc1nc(Nc2ccccc2)nc(Nc2ccccc2)n1)N1CCOCC1	-7	-10	5
66	Cn1cccc1C(CNC(=O)CCc1ccccc1)N1CCc2ccccc2C1 (stereo unspecified)	1	-1	-2
67	CN(C)C1NC(=O)c2cc(-c3ccccc3)sc2N1 (stereo unspecified)	nt	7	-3
68	Fc1ccccc1C1CC(c2cccnc2)=Nc2nc3ccccc3n21 (stereo unspecified)	nt	-2	2
69	O=c1c2ccccc2[nH]c(=S)n1-c1ccc2c(c1)OC1(CCCCC1)O2	nt	-8	-3
70	Cc1ccc(C)c(OCC(=O)c2ccc3c(c2)N(Cc2nc(C(=O)NCC4CC4)co2)C(=O)CO3)c1	-3	1	nt
71	O=C(Cn1cnc2ncc(Br)cc21)NC1CC1	1	-6&3	-4&0
72	CCc1ccc(-c2nn(CC(=O)Nc3cccc(F)c3)c(=O)c3nc(C)sc23)cc1	-9	-1	0
73	COCCCNC(=O)C(NC(=O)c1cccc(C)c1)C1CCN(C(=O)c2cccc(F)c2)CC1 (stereo unspecified)	-2	2	-3
74	CCOc1ccccc1C(=O)N[C@H](c1nnc2c(C(F)(F)F)cccn12)C(C)C	-2	-3	-17
75	Cc1nc(CCC(=O)N2C[C@H]3CC[C@@H]2CN(CC(=O)N(C)C)C3)n[nH]1	-5	-9	nt
76	COc1ccc(NC(=O)N2CCN(c3cc(Oc4cc(C)ccc4F)ncn3)CC2C)cc1 (stereo unspecified)	-4	0	-7
77	Cc1ccc(C(=O)N(C)C2CCCCC2)cc1S(=O)(=O)NCc1ccccc1	-8	6	0
78	O=C(O)c1cnc(/C=C/c2ccc3ncccc3c2)s1	nt	19	0
79	Cc1nc(NC(=O)CNC(=O)Cc2cccc(F)c2)sc1SCC#N	nt	-9	15
80	CCCn1ccc2cc(NS(=O)(=O)c3c(C)noc3C)ccc21	nt	-9	1

Some entries already given with just NPYLR7 agonist and mcGAS inh.
item	structure	NPYLR7 agonist	mcGAS inh
1	O=C(Nc1ccc(F)c(Cl)c1)N1CCSC1c1cccc(C(F)(F)F)c1 (stereo unspecified)	0	-3
2	Cc1ccc(O)c(CN(C)CCc2nc3c(C)cccc3[nH]2)c1	22	-9
3	CCc1ccc(CNn2cnnc2SCC(=O)NC(C)(C)C)cc1	4	nt
4	C=CCn1c2c(c(=O)[nH]c1=O)C(c1ccc(Br)cc1)C1C(=O)OCC1=N2 (stereo unspecified)	0	nt
5	Cn1cc(S(=O)(=O)N2CCC(CN3CCc4ccccc43)CC2)cn1	5	nt
6	CCN1C(=O)C2(SCCN2C(=O)COC)c2cc(Cl)ccc21 (stereo unspecified)	29	-5
7	Cc1ccc(C)c(C(C)NC(=O)c2cccc(CS(C)(=O)=O)c2)c1 (stereo unspecified)	2	nt

(next part)
nr	mol	mcGAS inh	hcGAS lum	NPYLR7 agonist
81	O=C(CSC1=NS(=O)(=O)c2cc(F)ccc2N1)NCCc1ccccc1	nt	0	10
82	COc1ccc(N(C)S(=O)(=O)c2ccc(OC)c(N3CCN(C(=O)c4ccc(C#N)cc4)CC3)c2)cc1	-9	-2	19
83	Cc1ccc(C(=O)N(C)Cc2cccs2)cc1NS(C)(=O)=O	-6	1	9
84	COc1cccc(OC)c1C(=O)N1CCC2(CC1)OCC(C(=O)NCc1ccco1)N2C(=O)c1ccc(F)cc1 (stereo unspecified)	-6	-1	33
85	COc1cc(C)c(NC(=O)c2sccc2S(=O)(=O)N2CCCCC2)cc1OC	-5	-3	2
86	Cc1ccc2c(c1)C(CC(=O)N(C)Cc1ccno1)C(=O)N2 (stereo unspecified)	-10	-7	29
87	Cn1c2c(c(=O)n(C)c1=O)C(c1ccc(Br)cc1)C1C(=O)OCC1=N2 (stereo unspecified)	-8	-9	-3
88	CC(=O)N1CCCN(C(=O)CC(c2cccc(O)c2)c2ccccc2O)CC1 (stereo unspecified)	nt	0	-1
89	O=C(NCCc1ccccc1)C(C1CCCC1)N1CCN(C(=O)c2cccc(Cl)c2)CC1 (stereo unspecified)	nt	-2	-4
90	CC(C)Nc1cc(-c2cccc(CN3CCOCC3)c2)ncn1	nt	-3	-1
91	O=C(CSc1ncn[nH]1)NCc1n[nH]c(=O)c2ccccc12	nt	-6	1
92	CCN1CC(c2nc3ccccc3n2Cc2ccccc2C)CC1=O (stereo unspecified)	-3	3	3
93	Cc1ccc(C(=O)Nc2c(N)nc(SCC(=O)Nc3ccccc3C)[nH]c2=O)cc1	-6	-1	-10
94	Cn1nnc2c(Nc3ccc(Br)cc3F)ncnc21	nt	-8	12
95	Cc1cc2c(cc1S(=O)(=O)N1CCN(C3CCCCC3)CC1)OCCN2C	0	5	nt
96	COc1ccccc1N1CCN(c2ccc(NC(=O)NC34CC5CC(CC(C5)C3)C4)cc2C(=O)NCCc2ccccc2)CC1	-4	-6	-10
97	CN(Cc1ccc(N2CCOCC2)cc1)c1ncnc2sccc12	-16	-7	6
98	CC(NC(=O)CC1Sc2ccc(Cl)cc2NC1=O)c1ccco1 (stereo unspecified)	nt	-6	10
99	Cc1cc(=O)[nH]c(-n2nc(C)cc2NC(=O)C2CCCC2)n1	-7	-10	6
100	CCCCN(CC(=O)N1CC(=O)N(c2cccc(C)c2)C1)C(=O)NC(C)(C)C	-7	-8	24
101	COC(=O)c1sc(N2C(=O)C(=O)C(=C(O)c3ccc(F)cc3)C2c2cccc(OC)c2)nc1C (stereo unspecified)	-5	-6	3
102	CN(C)CC1(O)CCCN(C(=O)CCc2nc3ccccc3[nH]c2=O)CC1 (stereo unspecified)	-9	1	5
103	COCCNC(=O)C1(C)CCCN(Cc2ccc(Cl)nc2)C1 (stereo unspecified)	-2	0	6
104	CCN(CC)C(=O)Oc1ccc2c(ccn2Cc2cc3c(cc2Cl)OCO3)c1-c1cc(F)cc(F)c1	-5	-4	20
105	CN(C)CCCNc1ncnc2c1c(-c1ccccc1)cn2-c1ccccc1	-6	-4	-3
106	COc1ccccc1-c1cccc(-c2cccc(NC(=O)c3cc4ccccc4s3)c2)n1	-6	-3	-4
107	COc1cc(-c2cc(C(=O)NC3CCc4ccccc43)c3ccccc3n2)cc(OC)c1OC (stereo unspecified)	-7	-6	0

Screen by screen, quoted from above.
hcGAS lum for entries 36 to 41: -5, -12, -7, -9, 3, -2
